Assay outcomes deposited in PubChem BioAssay by National Center for Advancing Translational Sciences (NCATS).
ERK EGF inh: blocks ERK signaling stimulated by EGF; Potency, µM (top dose mostly 11.5 µM), inactives show top-dose activity change, negative = inhibition, most hits filed as inhibitors; HEK293-V1b, EGF-stimulated phospho-ERK AlphaScreen; hit rate 0.41% among 130,000; active = well fitted inhibition curve with a large enough effect; inconclusive = small, poorly fitted or top-dose-only effect, or effect the other way;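 also: plate controls were stimulated vehicle wells for no effect and unstimulated vehicle basal for full effect; nearly all actives have a fitted effect of over 55% in size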
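V1b-HEK293, 1% FBS o/n; cpd 30 min 37C; EGF 25 nM final, 5 min; lyse 10 min; AlphaScreen beads 5 h RT. Normalized DMSO basal vs EGF max; Hill AC50.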
Active calls of the source: *; ? = inconclusive; [ ] = another dose, or the depositor's remark. Potency is read from the fitted curve at half-maximal effect.

SMILES	ERK EGF inh
COc1cc(N)c(Cl)cc1Cl	-3%
CCCOc1ccc(C(=O)NCC(c2cccs2)N(C)C)cc1OC (stereo unspecified)	2%
CCOC(=O)CN(C(=O)COc1nc(-c2ccccc2)cc(C)c1C#N)c1ccc(F)cc1	3%[57.5 µM]
CC(=O)NNC(=S)Nc1cccc(F)c1	7%[57.5 µM]
COCCNC(=S)N1CCC(Cc2ccccc2)CC1	10%
COC(=O)c1[nH]c2cc(OC)ccc2c1NC(=O)CN1CCC(C(N)=O)(N2CCCCC2)CC1	-16%
CCc1cccc(C)c1NC(=O)CN1C(=O)NC(Cc2ccccc2)C1=O (stereo unspecified)	-8%
COc1ccc(C(c2c(NC(C)=O)sc3c2CCCC3)N2CCN(CCO)CC2)cc1OC (stereo unspecified)	6%
CCC(=O)OC1(C)C(=O)C=C2C=C(/C=C/COC)OC=C2C1=O (stereo unspecified)	-3%
FC(F)(F)c1ccc2c(c1)N1CCCC1CN2 (stereo unspecified)	?
COc1cccc(CN2CCN(Cc3cccc4nonc34)CC2CCO)c1 (stereo unspecified)	-8%
CC1(C)C(c2cccs2)=[N+]([O-])C2(CCCCC2=O)N1O (stereo unspecified)	0%
NC(=S)N/N=C/c1ccc2ccccc2c1	-1%
O=C(CSc1ccc2nnc(-c3cccs3)n2n1)N1CCCC1	-3%
CC1(C)CC(=O)C(=Cc2cn(CCC#N)nc2-c2ccc(F)cc2)C(=O)C1	1%
CCCCc1ccc(NC(=O)C(C)CC)cc1 (stereo unspecified)	0%
CCOc1ccc(S(=O)(=O)Nc2ccc(O)c(Sc3ncn[nH]3)c2)cc1	13%
CC(=O)c1ccc(C)cc1OC(=O)c1cccc(F)c1	1%
COc1cc(/C=C2\SC(=O)N(c3ccccc3Cl)C2=O)cc([N+](=O)[O-])c1O	5%
COc1cccc(CC(=O)N2CCCC(CCC(=O)N3CCN(c4ccccn4)CC3)C2)c1 (stereo unspecified)	-4%
Cc1oc(-c2cccs2)nc1CN1CCC(C(=O)N2CCCC2)CC1	7%
CCO[C@@H]1OC(C(=O)N2CCOCC2)=C[C@H](c2ccc(C(F)(F)F)cc2)[C@H]1CCCO	-14%[57.5 µM]
Cc1cc(C)c2c(N)c(C(=O)N/N=C/c3cccnc3)sc2n1	-1%[57.5 µM]
COc1ccc(CN(CC2CCC(C(=O)O)CC2)C(=S)Nc2ccccc2C)cc1 (stereo unspecified)	-9%[57.5 µM]
COCCCNC(=O)Cn1c(=O)n(Cc2ccc(C(=O)NCCc3ccc(OC)c(OC)c3)cc2)c(=O)c2ccccc21	2%
CCOC(=O)c1sc2nc3c(SCCC#N)cc(C(=O)c4cc(F)ccc4O)cn3c(=O)c2c1C	12%
Cc1ccc(NC(=O)CC2SC(=NCC3CCCO3)NC2=O)cc1Cl (stereo unspecified)	-2%
Cc1ccc(C(=O)NCCc2ccc(S(N)(=O)=O)cc2)o1	0%
Cn1c(=O)c2c(ncn2CC(=O)N/N=C/C(Cl)=C/c2ccccc2)n(C)c1=O	-5%
CC(=O)Nc1ccc2c(c1)OCO2	-3%
CCC(=O)N(Cc1cc(=O)[nH]c2ccccc12)c1ccc(C)cc1	-2%[57.5 µM]
COc1cc(NS(=O)(=O)c2ccc(NC(=S)NC(=O)CC(C)C)cc2)nc(OC)n1	-1%
CCOC(=O)c1c(C)n(C)c2ccc(OC(C)=O)cc12	4%
Cn1nc(C(C)(C)C)c([N+](=O)[O-])c1C(N)=O	-6%[57.5 µM]
O=C1NC(=O)/C(=C/c2cccc([N+](=O)[O-])c2)N1	-1%[57.5 µM]
Fc1ccc(NC(=S)Nc2ccc(Cl)cc2Cl)cc1	1%
Cc1nnc(-c2ccc(Cl)cc2)[nH]c1=O	3%
CCCCCCOc1ccc(N2C(=O)CC(NCc3ccc(S(N)(=O)=O)cc3)C2=O)cc1 (stereo unspecified)	16%[57.5 µM]
CC[C@@H](C)C(N)c1cn([C@@H](CCC(=O)O)C(=O)N2CCNCC2)nn1 (stereo partly specified)	-5%[57.5 µM]
Cc1sc2nc(CN3CCCCC3)nc(N3CCN(C(=O)c4ccco4)CC3)c2c1C	9%
COc1ccc(-c2nnn(CC(=O)N3CCN(c4ccc(F)cc4)CC3)n2)cc1	?
COc1ccc(Nc2nc(Nc3ccc(OC)cc3OC)nc(N3CCN(C)CC3)n2)c(OC)c1	?
NC(=O)c1ccc(NC(=O)COC(=O)c2cccc(Oc3ccccc3)c2)cc1	5%
O=C(CSc1nc(CCC2CCCC2)nc2ccccc12)NCc1ccc2c(c1)OCO2	2%
Cn1c(SCc2ccccn2)nnc1-c1ccccc1	13%
COc1ccc(NC(=S)NCCc2c[nH]c3ccccc23)c(OC)c1	?
Cc1cccc(NCc2cc(Cl)cc(Cl)c2O)n1	-12%
NC(=O)c1nnsc1-c1ccc(-c2snnc2C(N)=O)cc1	2%[57.5 µM]
COc1ccccc1N1C(=O)CC(Sc2n[nH]c(-c3cccc(C)c3)n2)C1=O (stereo unspecified)	0%
C/C(=N\Nc1ccc(S(=O)(=O)Nc2ccccc2)cc1[N+](=O)[O-])c1ccncc1	-4%
BrC(/C=C\c1ccccc1)=N/Nc1nc(N2CCOCC2)nc(N2CCOCC2)n1	-9%
CCN(CC)S(=O)(=O)c1ccc(-c2cc(C(=O)OC)sc2C(F)(F)F)cc1	-25%[57.5 µM]
O=C(N/C(=C/c1ccccc1)C(=O)N1CCCCCC1)c1ccccc1	11%
C=CCOc1ccc(CNc2ccc3[nH]c(=O)[nH]c3c2)cc1OC	4%
CCSc1ccccc1C(=O)NC1CCCCC1	-9%
Cc1c(-c2ncn[nH]2)sc(C#N)c1-c1ccccc1	-3%
CC(O)CNCCCOc1ccccc1OCc1ccccc1 (stereo unspecified)	3%
CCCCOc1ccc(C(O)C(CN2CCCCC2)c2ccccc2)cc1 (stereo unspecified)	-2%
Cc1cccc(C)c1Nc1nnc(SCc2nc3ccccc3s2)s1	1%
O=C(NCc1ccco1)c1ccc(COc2cc(Cl)ccc2Cl)cc1	2%

More entries.
SMILES	ERK EGF inh
O=C(CSc1ccccc1)NCc1ccco1	4%
CSc1nsc(SCC(=O)N2CCCCC2)n1	1%
CN1C(=O)N(c2nnc(C(C)(C)C)s2)C(=O)C1c1ccccc1 (stereo unspecified)	4%[57.5 µM]
Cc1ccc(CN2CCN(CCCn3cccn3)CC2CCO)cc1 (stereo unspecified)	-11%
CC1=CC(C)C2COC(c3ccc[n+](C)c3)C1C2C (stereo unspecified)	-2%
CC(=O)c1nnn(-c2ccc([N+](=O)[O-])cc2C)c1C	?
O=C(NNC(=O)c1ccccc1Cl)c1ccncc1	0%
CCCc1cc(C(=O)OC)c(NC(=O)CCC(=O)O)s1	-2%
CCOC(=O)C(CC)/C(C)=N\NC(=O)CCC(=O)Nc1ccc(Cl)cc1Cl (stereo unspecified)	-8%
O=C(NC(=S)Nc1ccccc1N1CCOCC1)c1cccs1	4%
O=C(Cc1ccccc1[N+](=O)[O-])NCCC1=CCCCC1	2%
CCOC(=O)C1=C(C(F)(F)F)Nc2ncnn2C1c1cc(OC)c(OC)cc1OC (stereo unspecified)	4%
COc1ccc2c(c1)O[C@@H](c1ccc3c(c1)OCO3)[C@H](OC(=O)NS(=O)(=O)c1ccc(C)cc1)C2=O	-4%
COc1ccc(-n2c(Cc3cccn3C)nnc2SCC(=O)N2CCCC2)cc1	1%
CNC(=O)COc1ccc(S(=O)(=O)Nc2ccccc2)cc1	-1%[57.5 µM]
COc1ccc(CCNC2=CC(=O)CC(C)(C)C2)cc1	7%[57.5 µM]
Cc1cc(C)c2c(CC(=O)O)c(C)[nH]c2c1	1%
Cc1ccsc1/C=N\NC(=O)CCc1c(C)n[nH]c1C	3%
O=C(Nc1cccc(F)c1)c1cccc(S(=O)(=O)N2CCOCC2)c1	-2%
O=C(NC1CCC(O)CC1)c1ccc(-c2ccc([N+](=O)[O-])cc2)o1 (stereo unspecified)	-15%[57.5 µM]
COc1ccccc1OCC(=O)Nc1cccc(-c2nnc(-c3ccco3)o2)c1	-4%
CCOc1ccc(C(CC(=O)O)NC(=O)c2cccs2)cc1OC (stereo unspecified)	1%
c1nc(N2CCCC2)c2[nH]cnc2n1	2%
O=C(Cn1cnc2c(nnn2Cc2ccc(F)cc2)c1=O)NCc1ccccc1	-4%[57.5 µM]
CCCC(CCC(=O)Nc1cccc([N+](=O)[O-])c1)C(=O)O (stereo unspecified)	7%[57.5 µM]
COc1ccc(-n2c(=O)c(NC(=O)c3ccccc3)c3n(c2=S)CCCCC3)cc1	-18%
NS(=O)(=O)c1ccc(NC(=O)CSc2ncnc3ccccc23)cc1	-10%
COc1cc2ccccc2cc1C(=O)OCC(=O)NC1CCS(=O)(=O)C1 (stereo unspecified)	-3%
O=C(O)/C=C/C(=O)NNc1ccc([N+](=O)[O-])cc1	6%
CC(=O)Nc1cccc(OC(=O)COc2ccc(Br)cc2)c1	1%

An excerpt from above in order of SMILES length, ascending.
SMILES	ERK EGF inh
O=C(CSc1ccccc1)NCc1ccco1	4%
c1nc(N2CCCC2)c2[nH]cnc2n1	2%
CSc1nsc(SCC(=O)N2CCCCC2)n1	1%
O=C(NNC(=O)c1ccccc1Cl)c1ccncc1	0%
Cc1cc(C)c2c(CC(=O)O)c(C)[nH]c2c1	1%
COc1ccc(CCNC2=CC(=O)CC(C)(C)C2)cc1	7%[57.5 µM]
Cc1ccc(CN2CCN(CCCn3cccn3)CC2CCO)cc1 (stereo unspecified)	-11%
CC(=O)Nc1cccc(OC(=O)COc2ccc(Br)cc2)c1	1%
CCOc1ccc(C(CC(=O)O)NC(=O)c2cccs2)cc1OC (stereo unspecified)	1%
O=C(O)/C=C/C(=O)NNc1ccc([N+](=O)[O-])cc1	6%
CCCC(CCC(=O)Nc1cccc([N+](=O)[O-])c1)C(=O)O (stereo unspecified)	7%[57.5 µM]
CN1C(=O)N(c2nnc(C(C)(C)C)s2)C(=O)C1c1ccccc1 (stereo unspecified)	4%[57.5 µM]
O=C(Nc1cccc(F)c1)c1cccc(S(=O)(=O)N2CCOCC2)c1	-2%
COc1ccc(-n2c(Cc3cccn3C)nnc2SCC(=O)N2CCCC2)cc1	1%
COc1ccccc1OCC(=O)Nc1cccc(-c2nnc(-c3ccco3)o2)c1	-4%
CCOC(=O)C(CC)/C(C)=N\NC(=O)CCC(=O)Nc1ccc(Cl)cc1Cl (stereo unspecified)	-8%
CCOC(=O)C1=C(C(F)(F)F)Nc2ncnn2C1c1cc(OC)c(OC)cc1OC (stereo unspecified)	4%
COc1ccc(-n2c(=O)c(NC(=O)c3ccccc3)c3n(c2=S)CCCCC3)cc1	-18%
COc1ccc2c(c1)O[C@@H](c1ccc3c(c1)OCO3)[C@H](OC(=O)NS(=O)(=O)c1ccc(C)cc1)C2=O	-4%

(more compounds)
SMILES	ERK EGF inh
Cc1ccccc1NC(=S)N1CCCC(c2nc3ccccc3[nH]2)C1 (stereo unspecified)	15%
Cc1onc(C(=O)N2CCOCC2)c1[N+](=O)[O-]	-4%
O=C(Nc1ccc(Br)cc1)N1CCCCC1	-5%
Cc1ccc(S(=O)(=O)NCCSCc2ccccc2)cc1	-4%[57.5 µM]
CCOC(=O)N1C2C=C(C)[C@@H]2[C@@H]2CC(=O)N21 (stereo partly specified)	10%
O=C(Nc1ccc(Cc2ccncc2)cc1)c1cc(F)c(F)cc1Cl	1%
CN1C(=O)[C@@H]2[C@@H]3C[C@@H]([C@H]4ON=C(c5ccccc5OCC#N)[C@@H]34)[C@@H]2C1=O	3%[57.5 µM]
Cn1c(CC(=O)Nc2ccc(Cl)c(Cl)c2)nnc1SCC(=O)NCc1ccccc1	5%
COC(=O)C1(C)C=CC2(CCCCC2)N1C(C)=O (stereo unspecified)	-6%
COc1cc(/C=N/NC(=O)COc2cc(C)cc(C)c2)ccc1OS(=O)(=O)c1ccc(C)cc1	3%
Cc1cc(C)c(NC(=O)CN2CCC(NC(=O)NC3CCCCC3)CC2)c(C)c1	-1%
O=C(OCC(=O)N1CCN(c2ccccc2)CC1)c1cccc(Cl)c1	27%
Cc1csc(=Nc2cccnc2)n1CC1CCCCC1	0%
O=C(NNC(=O)c1nn(-c2ccc(F)cc2)ccc1=O)c1ccccc1Cl	-8%[57.5 µM]
Cc1ccc(OCCCC(=O)Nc2ccc(S(N)(=O)=O)cc2)cc1	0%
O=[N+]([O-])c1ccc(NCCCO)c(C(F)(F)F)c1	0%

Compounds from the list above that contain a tert-butyl group:
SMILES	ERK EGF inh
Cn1nc(C(C)(C)C)c([N+](=O)[O-])c1C(N)=O	-6%[57.5 µM]
CN1C(=O)N(c2nnc(C(C)(C)C)s2)C(=O)C1c1ccccc1 (stereo unspecified)	4%[57.5 µM]

Some of the compounds tested; rates above refer to the full screens.
